D3 antag = antagonists of human D3 dopamine receptor. P35462. max response, negative = inhibition, %. 360,000 tested, 2.5% active. D3R cells, DiscoveRx beta-arrestin luminescence, antagonist mode; stronger effect = lower value; in the data active means max response below about -50%; inconclusive means no clear call, values can overlap the other calls; further: on the % scale 0 is the no-effect control and ±100 the full control effect; mostly tested at two doses, the higher about 12 µM
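Cells plated overnight at 1500 cells/well, then exposed to library compounds with dopamine controls for 90 minutes at 37 degrees C. DiscoveRx reagent added for 30–60 minutes at room temperature; luminescence read, quantitative HTS format.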
GLP1R inv ag = acts as inverse agonist at human GLP-1 receptor; P43220; Potency, µM (titrated, usually from 38.3 µM), without a hit: top-dose activity change, negative = inhibition, most hits filed as inhibitors; HEK293 GLP-1R CRE-luciferase, luminescence, 24 h; GLP-1R form is constitutively active; 410,000 tested, 1.6% active; further: potency means the concentration at half of the fitted maximal effect; on the % scale 0 is the no-effect control and ±100 the full control effect; nearly all actives have a fitted effect of over 55% in size
Target sequence (P43220 whole entry, looked up): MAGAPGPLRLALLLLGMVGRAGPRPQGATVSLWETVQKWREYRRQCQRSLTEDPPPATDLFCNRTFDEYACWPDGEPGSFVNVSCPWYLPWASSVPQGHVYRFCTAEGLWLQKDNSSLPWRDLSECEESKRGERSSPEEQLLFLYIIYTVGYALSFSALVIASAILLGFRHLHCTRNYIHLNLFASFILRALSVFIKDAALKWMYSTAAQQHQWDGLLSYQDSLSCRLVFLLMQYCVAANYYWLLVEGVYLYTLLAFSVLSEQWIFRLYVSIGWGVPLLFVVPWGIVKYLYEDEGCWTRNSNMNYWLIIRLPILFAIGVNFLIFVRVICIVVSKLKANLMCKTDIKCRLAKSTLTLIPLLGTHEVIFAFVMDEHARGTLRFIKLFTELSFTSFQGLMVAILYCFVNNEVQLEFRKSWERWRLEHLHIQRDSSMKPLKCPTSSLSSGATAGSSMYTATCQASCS
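qHTS in 1536-well format: reporter HEK293 cells expressing constitutive GLP-1R activity in DMEM + 10% Nu serum, 24 hr with compounds at 37 deg C, luminescence read after 12 min with detection reagent.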
DRD3 agonist = D3 dopamine receptor (human) agonism | 410,000 tested, 0.58% active | P35462 | D3R DiscoveRx beta-arrestin cells, luminescence, 90 min | max activation, %; in the data active means max activation above about 30%; further: 0% is about no effect; mostly tested at two doses, the higher about 12 µM
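Agonist-mode cell screen: cells plated at 1500/well and incubated overnight at 37 °C, then exposed to library compounds for 90 min at 37 °C. Detection reagent was added for 30–60 min at room temperature, and luminescence was read.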
GLP1R cytotox = cytotoxicity counter-screen for GLP-1 receptor inverse agonists | AID 624418 | HEK293 cAMP-luciferase reporter cells, luminescence, 24 h | 410,000 tested, 0.13% active | Potency, µM (doses to about 38.3 µM), without a hit: at the highest dose activity change, negative = inhibition, most hits filed as inhibitors;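 further: loss of luciferase light is scored as toxicity; potency means the concentration at half of the fitted maximal effect; on the % scale 0 is the no-effect control and ±100 the full control effect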
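1536-well qHTS counterscreen of the MLSMR; 200 cells/uL, 12 h pre-incubation, 23 nL cpd, 24 h at 37 deg C 5% CO2, luciferase detection reagent, 12 min RT, luminescence. Inhibition = undesired.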
KB-V1 cytotox = KB-V1 MDR subline cytotoxicity; Potency, µM (titrated, usually from 46.1 µM), for the others: at the top dose activity change, negative = cytotoxicity, actives largely listed as cytotoxic; KB-V1 MDR cells viability, CellTiter-Glo, 72 h; 400,000 tested, 3.4% active; further: potency means the concentration at half of the fitted maximal effect; on the % scale 0 is the no-effect control and ±100 the full control effect; nearly all actives have a fitted effect of over 60% in size
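Readout: CellTiter-Glo luminescence, 10 min after addition. Cells: KB-V1 MDR subline, 72 h at 37 degrees C with compound. Analysis: corrected, normalized data fitted to concentration-effect curves.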
PTHR1 agonist = PTHR1 (human) receptor agonism; Q03431; HEK293 GP2 PTHR1 cells, GloSensor cAMP luminescence, 1 h; Potency, µM (titrated, usually from 115 µM), without a hit: at the highest dose activation, usual class: activators; 410,000 tested, 0.075% active; AID 743266; further: potency means the concentration at half of the fitted maximal effect; nearly all actives have a fitted effect of over 55% in size; some results filed as inactive show a strong effect at the top dose; inactives centre near -15; many of its hits are not listed in these tables
Target sequence (Q03431 whole entry, looked up): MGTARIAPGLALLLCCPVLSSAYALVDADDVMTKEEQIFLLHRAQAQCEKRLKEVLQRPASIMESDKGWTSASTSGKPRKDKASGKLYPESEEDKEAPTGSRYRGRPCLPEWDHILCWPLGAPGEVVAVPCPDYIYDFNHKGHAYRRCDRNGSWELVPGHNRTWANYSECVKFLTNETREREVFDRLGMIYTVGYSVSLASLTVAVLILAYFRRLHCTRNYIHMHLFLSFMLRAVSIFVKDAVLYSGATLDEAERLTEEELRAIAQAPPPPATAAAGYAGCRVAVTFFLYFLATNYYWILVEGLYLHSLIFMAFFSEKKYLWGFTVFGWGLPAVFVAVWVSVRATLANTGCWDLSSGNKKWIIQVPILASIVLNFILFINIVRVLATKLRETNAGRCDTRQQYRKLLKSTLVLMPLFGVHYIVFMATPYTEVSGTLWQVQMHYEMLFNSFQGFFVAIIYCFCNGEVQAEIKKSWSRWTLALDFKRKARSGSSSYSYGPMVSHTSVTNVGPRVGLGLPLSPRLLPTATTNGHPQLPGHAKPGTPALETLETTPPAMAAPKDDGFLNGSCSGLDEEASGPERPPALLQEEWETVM
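HEK-293-derived GP2 cells expressing PTHR1 and a GloSensor cAMP reporter, 3,000/well, plated overnight, given luciferin plus IBMX (each 0.5 mM as added) for 1 h at 37 °C, then compound for 1 h at 37 °C. Luminescence was read after 15 min at room temperature.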
TDP-43 yeast inh = inhibitors of TDP-43 toxicity in yeast; 410,000 tested, 1.8% active; TDP-43 expressing yeast growth rescue, BacTiter-Glo, 24 h; Potency, µM (doses to about 46.1 µM), for inactives: top-dose growth rescue (activation), hits mostly activators; further: potency means the concentration at half of the fitted maximal effect; % of control where 0% means no effect; nearly all actives have a fitted effect of over 50% in size
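Yeast expressing TDP-43 (pregrown in raffinose, seeded at OD600=0.02 in galactose medium) exposed to compounds 24 hr at 30 deg C. Growth read by BacTiter-Glo luminescence; rescue of toxicity appears as increased signal.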
GLP1R ag = activates the human GLP-1 receptor. Potency, µM (titrated, usually from 45.6 µM), for the others: at the top dose activation, usual class: activators. 380,000 tested, 0.007% active. P43220. HEK293 GLP-1R CRE-luciferase, luminescence, 4-6 h; cells express a hypersensitive GLP-1R form. AID 624172; further: potency means the concentration at half of the fitted maximal effect; % of control where 0% means no effect
aSyn yeast inh = rescues yeast growth from alpha-synuclein toxicity. Yeast expressing alpha-synuclein, growth rescue, BacTiter-Glo, 24 h. Potency, µM (doses to about 46.1 µM), without a hit: at the highest dose growth rescue (activation), actives largely listed as activators. 370,000 tested, 0.14% active. AID 652106; further: potency means the concentration at half of the fitted maximal effect; % of control where 0% means no effect; nearly all actives have a fitted effect of over 65% in size
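Galactose-induced alpha-syn yeast (OD600=0.02, raffinose-pregrown) + pinned cpd, 24 hr, 30 deg C; growth by BacTiter-Glo luminescence. Growth restoration scores as activation.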
Starred values were filed as active, the others as inactive; i = inactive; ? = inconclusive; . = no result given; [ ] = remark or other dose. Unless noted, the call rests on the fitted dose curve; in most records, active means well fitted curve in the direction sought with a large enough effect; inconclusive means small, poorly fitted or top-dose-only effect, or another doubt; inactive means no such curve, though single readings can be large; an effect the other way counts as inactive or inconclusive. This is a subset (hit frequency here may not be typical).

Values run as follows: D3 antag, GLP1R inv ag, DRD3 agonist, GLP1R cytotox, KB-V1 cytotox, PTHR1 agonist, TDP-43 yeast inh, GLP1R ag, aSyn yeast inh
1: O=C(O)C1C2CCC(O2)C1C(=O)Nc1ccc(Br)cc1F (stereo not given)
 : 27, -4%, 2, -13%, 9%, i, 22%, 4%, -4%
2: CCCN(C(=O)c1ccc(N2CCCC2=O)cc1)C1CCS(=O)(=O)C1 (stereo not given)
 : 0, 1%, 1, 14%, 9%, 10%, -2%, 1%, 0%
3: C(=C\n1nnc2ccccc21)/c1ccccn1
 : 0, ?, -28, 1%, 0%, -2%, -3%, -1%, 12%
4: COc1cc(C)ccc1S(=O)(=O)NC(=O)C1(C)CCN1C(=O)c1ccc(C(F)(F)F)nc1C (stereo not given)
 : 16, 5%, 10, 1%, 4%, i, 9%, 0%, 2%
5: COc1ccc(-c2cc([N+](=O)[O-])ccc2OCC(=O)N(C)CC(=O)Nc2ccc(C)cc2)cc1
 : ?, ?, -8, 0%, ?, -6%, -18%, 7%, 0%
6: CSc1ccc(C2NC(=O)c3c(sc4c3CCN(C)C4)N2)cc1 (stereo not given)
 : ?, 8%, -11, 46%, -2%, i, 20%, -3%, 4%
7: Cc1[nH]n2c(=O)cc(C(C)C)nc2c1-c1ccccc1
 : 12, -21%, 3, -17%, ?, -8%, 6%, -2%, 1%
8: COCCNC(=O)C1Cc2c(-c3cccc(NC(C)=O)c3)ccnc2O1 (stereo not given)
 : 7, -2%, 4, 1%, 3%, i, 0%, 1%, 2%
9: CCc1ccccc1NC(=O)c1onc(C)c1Cl
 : 20, 11%, 3, -7%, ?, i, -1%, 9%, -3%
10: O=C(Nc1cccc(C(=O)N2CCCCCC2)c1)c1ccco1
 : ?, -14%, 7, 13%, ?, i, 24%, 12%, 2%
11: COc1cccc(Cn2cnc3c([N+](=O)[O-])c(C)c(C)cc32)c1
 : 10, -6%, 0, -5%, ?, i, ?, 20%, 15%
12: COc1cc(/C=C/C(=O)OCC(=O)NCc2ccc3c(c2)OCO3)cc(OC)c1OC
 : 2, 1%, 3, -9%, 0%, i, 13%, 0%, 1%
13: Cc1ccccc1C(=O)N1CCN(c2ccc([N+](=O)[O-])c(N3CCOCC3)c2)CC1
 : 4, 4%, -1, ?, -2%, i, 12%, -3%, 7%
14: O=C(CCc1ccc(Oc2cc([N+](=O)[O-])cc([N+](=O)[O-])c2)cc1)N1CCCCC1
 : 119, ?, 0, -10%, ?, -2%[57.5 µM], 18%, 0%, 13%
15: Cc1ccc(S(=O)(=O)N(C)C)cc1NC(=O)c1cc(=O)c2ccccc2o1
 : -26, 10%, -4, 7%, ?, -43%[inhibitor], -10%, 10%, -1%
16: Cc1cccc(N2C(=O)CC(n3ccnc3)C2=O)c1C (stereo not given)
 : -4, 6%, -4, 22%, ?, -12%, 11%, -4%, 2%
17: COc1cc(OC)c(N(C)S(=O)(=O)c2cccc(C(=O)OCC(=O)N(C)C3CCCCC3)c2)cc1Cl
 : 21, ?, 1, -15%, ?, -21%, 7%, 2%, -1%
18: COc1ccc(N(C(=O)CNS(=O)(=O)c2ccccc2)C(C(=O)NCc2ccco2)C(C)C)cc1 (stereo not given)
 : -19, 7%, 2, -10%, -23%, i, -12%, -3%, 1%
19: O=C(NCC(c1ccco1)N1CCN(c2ccccc2)CC1)OCc1ccccc1 (stereo not given)
 : 12, ?, 2, 10%, -1%, -32%[inhibitor], 14%, 7%, 2%
20: CC(C)(C)c1cc(Cl)ccc1OCCn1ccnc1
 : -18, ?, 5, -13%, -9%, -1%, -13%, 1%, 0%
21: CCN(Cc1ccncc1)C(=O)c1ccc(Br)o1
 : -10, 42%[activator], 0, -3%, 10%, -26%, 12%, 5%, 26%
22: CCCc1nnc(NC(=O)CCC(=O)NCc2ccc(OC)cc2)s1
 : 3, 9%, 7, -6%, 6%, i, -5%, 10%, -9%
23: CCN(CC)C(=O)COc1cc(C)cc2oc(=O)cc(-c3ccccc3)c12
 : 18, 8%, -4, 2%, -2%, -13%[57.5 µM], 12%, 30%, 9%
24: COc1ccc(C(=O)OCC(=O)NCC2CCCCC2)cc1S(=O)(=O)N1CCCc2ccccc21
 : 8, -8%, -4, -13%, 6%, 0%[57.5 µM], 7%, 2%, ?
25: Cc1ccc(C)c(CSc2cn(CCNC(=O)c3ccccc3F)c3ccccc23)c1
 : ., ?, 18, 4%, ?, -22%, 20%, -4%, .
26: CCOC(=O)CSc1nnc(CNC(=O)Cc2ccccc2)n1C
 : -18, 6%, 0, 10%, 9%, i, -9%, 10%, 0%
27: O=C(N/N=C/c1cccc2cccnc12)c1ccccc1O
 : -53*, ?, -15, ?, ?, i, -14%, -5%, 22µM*
28: CN(C)c1oc(-c2ccc(Cl)cc2)nc1S(=O)(=O)c1ccccc1
 : -6, 9%, -3, 1%, -3%, -9%, -18%, -3%, 11%
29: C[C@H]1CN([C@@H](C)CO)C(=O)CCCn2nncc2CO[C@@H]1CN(C)Cc1cccc(O)c1
 : 5, 17%, -10, -1%, 5%, -13%, -1%, 3%, -5%
30: Cc1cc(C)cc(Oc2nc3ccccn3c(=O)c2/C=C(\C#N)c2nc3ccccc3s2)c1
 : ., 4%, 5, 6%, 4%, -24%, 21%, ., .
31: CCOC(=O)CN1C(=O)CN(c2ccc(C)cc2)C1=O
 : 2, 7%, -2, 3%, -16%, -12%, 14%, 0%, 0%
32: COC(=O)c1cc(C(=O)Nn2cnnc2)cc([N+](=O)[O-])c1
 : 12, 21%, 8, 1%, 28%, i, 4%, -1%, 4%
33: NC1(C#Cc2ccc3c(=O)c4ccccc4sc3c2)CCCCC1
 : 0, -7%, -5, 5%, 5%, -39%[inhibitor], 0%, 8%, -1%
34: O=C(NCc1ccco1)c1sc2ccccc2c1Cl
 : 19, 10%, -2, -9%, 1%, i, 1%, 28%, 6%
35: Cc1ccc(C(=O)O/N=C(\N)c2ccccn2)cc1C
 : ?, ?, -1, ?, ?, -35%[inhibitor], 10µM*, -4%, -17%
36: COCCSc1ccccc1C(=O)Nc1cc(C)on1
 : 21, 6%, 6, 2%, -10%, i, -11%, -1%, -1%
37: O=C(OCc1nc2ccc(Cl)cc2n1CCO)c1ccccc1C(=O)c1ccccc1
 : 10, ?, 4, 16%[1.53 µM], 16µM*, i, -12%, 13%, 3%
38: COC(=O)c1sc(S(=O)(=O)NC(C)C(=O)O)c(C(=O)OC)c1C (stereo not given)
 : 16, 5%, 2, 8%, 2%, i, 0%, 1%, -1%
39: Nc1nc(SCC(=O)Nc2ccc(S(N)(=O)=O)cc2)n[nH]1
 : 7, 17%, 7, 4%, 6%, i, -4%, 1%, 0%
40: CCCCNC(=O)C(CC)Sc1nc2ccccc2c(=O)n1Cc1ccco1 (stereo not given)
 : ., -10%, -10, -7%, 12%, -6%, 17%, ., .
41: CCCCNC(=O)c1cnc2c(-c3ccc(OCC)c(OCC)c3)c(C)nn2c1-c1ccccc1
 : ., 1%, -11, 2%, -14%, i, -9%, ., .
42: O=C(COC(=O)c1cccc(S(=O)(=O)N2CCOCC2)c1)Nc1ccc(Cl)cn1
 : -1, -12%, -4, -1%, 24%, i, 23%, 3%, 0%
43: COc1cccc2c1cc1c(=O)n(CC(=O)N3CCN(c4ccccc4)CC3)nc(C)n12
 : ., 11%, 5, 23%, ., -15%, 21%, ., .
44: CC(CNc1nc2ccc(Cl)cc2n2cnnc12)c1ccccc1 (stereo not given)
 : -2, 34%[activator], 2, 0%, 14%, -6%, -1%, 16%, 0%

In the list so far, these contain a Cl atom.
Values run as follows: D3 antag, GLP1R inv ag, DRD3 agonist, GLP1R cytotox, KB-V1 cytotox, PTHR1 agonist, TDP-43 yeast inh, GLP1R ag, aSyn yeast inh
9: CCc1ccccc1NC(=O)c1onc(C)c1Cl
 : 20, 11%, 3, -7%, ?, i, -1%, 9%, -3%
17: COc1cc(OC)c(N(C)S(=O)(=O)c2cccc(C(=O)OCC(=O)N(C)C3CCCCC3)c2)cc1Cl
 : 21, ?, 1, -15%, ?, -21%, 7%, 2%, -1%
20: CC(C)(C)c1cc(Cl)ccc1OCCn1ccnc1
 : -18, ?, 5, -13%, -9%, -1%, -13%, 1%, 0%
28: CN(C)c1oc(-c2ccc(Cl)cc2)nc1S(=O)(=O)c1ccccc1
 : -6, 9%, -3, 1%, -3%, -9%, -18%, -3%, 11%
34: O=C(NCc1ccco1)c1sc2ccccc2c1Cl
 : 19, 10%, -2, -9%, 1%, i, 1%, 28%, 6%
37: O=C(OCc1nc2ccc(Cl)cc2n1CCO)c1ccccc1C(=O)c1ccccc1
 : 10, ?, 4, 16%[1.53 µM], 16µM*, i, -12%, 13%, 3%
42: O=C(COC(=O)c1cccc(S(=O)(=O)N2CCOCC2)c1)Nc1ccc(Cl)cn1
 : -1, -12%, -4, -1%, 24%, i, 23%, 3%, 0%
44: CC(CNc1nc2ccc(Cl)cc2n2cnnc12)c1ccccc1 (stereo not given)
 : -2, 34%[activator], 2, 0%, 14%, -6%, -1%, 16%, 0%

Screening results: PubChem, National Center for Advancing Translational Sciences (NCATS)
